MEX-5 binding: C. elegans MEX-5 TCR-2 RNA binding activity; Q9XUB2; MEX-5/FITC-TCR2 RNA binding, fluorescence polarization; hits give low values; activity score (negative = inhibition of binding), % at 10 µM; 300,000 tested, 0.38% active;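 active = inhibition past about -25% in most replicates, and total fluorescence under double the plate's negative control median, limit read from the data; inconclusive = replicates evenly split on the limit, or fluorescence at least double controls; inactive = too little inhibition in most replicates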;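 also: 0% = DMSO and -100% = 5 µM competing unlabeled TCR2 RNA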
Target sequence (Q9XUB2 whole entry, looked up): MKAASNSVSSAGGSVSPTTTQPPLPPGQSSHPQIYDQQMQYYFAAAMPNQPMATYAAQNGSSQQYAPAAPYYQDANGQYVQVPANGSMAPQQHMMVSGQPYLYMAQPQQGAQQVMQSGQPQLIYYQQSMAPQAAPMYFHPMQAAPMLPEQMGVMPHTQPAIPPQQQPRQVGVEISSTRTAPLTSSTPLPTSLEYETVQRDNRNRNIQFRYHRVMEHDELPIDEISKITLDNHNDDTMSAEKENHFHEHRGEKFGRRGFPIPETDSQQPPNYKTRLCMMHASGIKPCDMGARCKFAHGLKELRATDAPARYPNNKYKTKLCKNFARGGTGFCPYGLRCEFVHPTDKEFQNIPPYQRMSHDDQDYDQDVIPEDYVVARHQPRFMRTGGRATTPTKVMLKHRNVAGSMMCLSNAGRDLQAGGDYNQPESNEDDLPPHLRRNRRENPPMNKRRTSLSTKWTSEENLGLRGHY
MCL1 BIM primary: inhibitors of human MCL1 binding to BIM-BH3 peptide. Q07820. GST-MCL1 / FITC-Bim-BH3 fluorescence polarization. inhibition, % at 10.9 µM. 320,000 tested, 0.68% active;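 active = inhibition above the mean inhibition of all tested compounds plus 3 SD, set per campaign, cut at about 40% in these data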;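 also: 0% = DMSO wells and 100% = unlabeled Bim-BH3 peptide control; higher means more loss of mP so more displacement of Bim peptide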
Target sequence (Q07820 whole entry, looked up): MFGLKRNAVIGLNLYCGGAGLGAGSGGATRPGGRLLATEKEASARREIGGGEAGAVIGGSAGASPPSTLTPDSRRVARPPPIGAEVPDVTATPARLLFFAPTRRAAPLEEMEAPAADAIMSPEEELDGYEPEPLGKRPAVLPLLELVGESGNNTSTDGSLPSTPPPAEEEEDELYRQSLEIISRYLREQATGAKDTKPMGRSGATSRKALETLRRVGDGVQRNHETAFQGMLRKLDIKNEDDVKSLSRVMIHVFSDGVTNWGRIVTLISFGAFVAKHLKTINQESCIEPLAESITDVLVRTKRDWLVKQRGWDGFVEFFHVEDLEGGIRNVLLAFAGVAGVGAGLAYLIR
VLA-4 inh: inhibition in a human VLA-4 binding assay; P13612; VLA-4 expressing cells, ligand binding flow cytometry; inhibition, % (about 7 µM as worked out from the volumes in the protocol); 330,000 tested, 0.2% active; in the data active = inhibition above about 50%
Yeast superoxide: yeast age-related superoxide inhibition as caloric restriction mimetic; S. cerevisiae aged cells, superoxide DHE fluorescence; hits give low values; superoxide response (% of plate mean), % at 10 µM; 330,000 tested, 0.18% active; AID 2690;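 active = superoxide response under a set limit, about three screen SD below normal, cut at about 65% in these data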;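 also: yeast aged for seven days with compound at 30 °C before DHE staining; 100% = average MFI of all compound-treated wells on the plate with controls excluded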
GLD-1 TGE inh: GLD-1-TGE RNA interaction inhibition (C. elegans) | inhibition, % at 5.96 µM | purified GLD-1 + fluorescein TGE RNA, fluorescence polarization | 320,000 tested, 0.44% active | Q17339 | AID 2280;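 active = percent inhibition above a per-plate cutoff, the plate mean of test compounds plus 3 SD, cut at about 30% in these data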;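 also: 0% = DMSO wells with GLD-1 and probe and 100% = wells lacking GLD-1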
AGP1 TOR yeast: alters AGP1-GFP fluorescence in TOR pathway yeast screen; S. cerevisiae AGP1-GFP multiplex flow cytometry, 3 h; GFP as percent of DMSO wells; GFP response vs DMSO, % at 10 µM; 320,000 tested, 0.02% active; AID 2066;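 active = GFP response relative to DMSO above a set limit, near screen average plus 3 SD, cut at about 150% in these data; inconclusive = fewer than 70 cells counted for the yeast strain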;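 also: median GFP channel fluorescence of the gated AGP1 strain per well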
GRK2 inh: inhibitors of human GRK2 displacing RNA aptamer | P25098 | bead flow cytometry, FAM-aptamer displacement from GRK2 | inhibition of aptamer binding, % at 10 µM | 330,000 tested, 0.59% active | AID 488847;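 active = inhibition of aptamer binding above 40%, roughly 3 SD of noise, on plates passing a quality check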;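 also: median bead fluorescence of bound FAM aptamer so fluorescent compounds give negative values; no value below 0 was filed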
CIT2-GFP yeast: alters CIT2-GFP fluorescence in TOR pathway yeast screen; S. cerevisiae CIT2-GFP strain, flow cytometry, 3 h; 100 means same as DMSO wells; GFP response vs DMSO, % at 10 µM; 320,000 tested, 0.065% active; AID 2029;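 active = GFP response relative to DMSO above a set limit, near the screen mean plus 3 SD, cut at about 150% in these data; inconclusive = Fewer than 70 cells measured for a yeast strain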;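 also: ratio of well median GFP fluorescence to mean of DMSO wells on the plate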
BCLXL inh: Bcl-xL (human) inhibition; 320,000 tested, 0.7% active; GST-Bcl-xL / FITC-Bim BH3 peptide fluorescence polarization; Q07817; inhibition, % at 10.9 µM;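 active = inhibition above the mean of all tested compounds plus 3 SD, cutoff set per campaign, cut at about 30% in these data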;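 also: 0% = DMSO wells and 100% = unlabeled Bim-BH3 peptide competitor; inhibitors lower millipolarization by displacing the labeled peptide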
Target sequence (Q07817 whole entry, looked up): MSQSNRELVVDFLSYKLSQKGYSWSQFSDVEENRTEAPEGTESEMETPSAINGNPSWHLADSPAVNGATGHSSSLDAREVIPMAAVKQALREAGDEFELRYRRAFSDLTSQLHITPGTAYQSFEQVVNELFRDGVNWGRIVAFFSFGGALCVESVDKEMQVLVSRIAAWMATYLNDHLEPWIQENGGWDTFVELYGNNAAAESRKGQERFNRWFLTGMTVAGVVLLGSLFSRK
Numbers without * were called inactive; ? = inconclusive; . = no result given; + = active, no number; [ ] = remark or other dose.

SMILES | MEX-5 binding | MCL1 BIM primary | VLA-4 inh | Yeast superoxide | GLD-1 TGE inh | AGP1 TOR yeast | GRK2 inh | CIT2-GFP yeast | BCLXL inh
O=C(c1cc(S(=O)(=O)N2CCC3(CC2)OCCO3)ccc1F)N1CCCCC1 | 2.0 | -1 | 1 | 125 | -6 | 94 | 0 | 99 | 0
Cc1cccc(C(=O)N[C@@H](C)C(=O)N2CCN(c3ncccn3)CC2)c1 | . | -1 | 9 | 72 | 6 | 94 | 0 | 91 | 9
Cc1ccc(-c2n[nH]c(Cc3ccccc3)n2)cc1 | -1.7 | 7 | 2 | 109 | -2 | 98 | 1 | 91 | 4
CC(=O)Nc1c(O)nc(SC/C=C/CSc2nc(O)c(NC(C)=O)c(=O)[nH]2)[nH]c1=O | -0.6 | -8 | 19 | 106 | 2 | 104 | 2 | 101 | -1
COc1ccccc1C(=O)Oc1cc(C)[nH]c(=O)c1[N+](=O)[O-] | 0.8 | -2 | 2 | 96 | 3 | 99 | 0 | 89 | 1
O=S(=O)(c1ccc2ccccc2c1)N1C=CC(C(F)(F)F)=NCC1 | 0.0 | 7 | -3 | 106 | 7 | 108 | 0 | 104 | 12
O=C1/C(=C/c2ccc(F)cc2)SC(=S)N1NS(=O)(=O)c1ccccc1 | -0.1 | 18 | 8 | 107 | -1 | 104 | 6 | 100 | 7
COc1ccccc1CCNC(=O)CNC(=O)Cc1cccc2ccccc12 | -0.7 | -2 | 15 | 104 | 0 | 104 | 8 | 94 | -2
CN(C)c1ccc(/C=N/NC(=O)c2ccccc2Cl)cc1 | 0.4 | 12 | 13 | 98 | 4 | 101 | 2 | 106 | 2
COc1ccc(N(CC(=O)Nc2ccc3c(c2)OCCO3)S(C)(=O)=O)c(OC)c1 | 1.2 | 1 | 1 | 88 | 5 | 107 | 0 | 96 | 3
C#CCOCCOCCOCCNc1nc(N2CCN(C(=O)CCCCCCCCCCNC(=O)[C@H](CCCCN)n3cc(CCO)nn3)CC2)nc(N2CCN(C(=O)CCCCCCCCCCNC(=O)[C@H](CCCCN)n3cc(CCO)nn3)CC2)n1 | . | 4 | -5 | 104 | -10 | 77 | 0 | 87 | -5
CCCn1c(Sc2nc3c(c(=O)[nH]c(=O)n3C)n2CCC)nc2c1c(=O)[nH]c(=O)n2C | -3.3 | 7 | 7 | 95 | 5 | 95 | 2 | 91 | 0
O=C1CC2(CCCCCC2)Oc2ccccc21 | 1.0 | -11 | . | . | 14 | . | . | . | -4
O=C(O)CC1(CC(=O)NCc2ccc(F)cc2)CCCCC1 | 0.6 | -9 | -7 | 93 | 2 | 83[may fluoresce red and violet] | 4 | ? | 2
Cc1cc2cc(CNC(=S)NC3CCCCC3)ccc2[nH]1 | -0.6 | 7 | 0 | 101 | 6 | 107 | 2 | 99 | 7
CC(C)C(=O)Nc1cccc(-c2nc3ccccc3o2)c1 | 3.6 | 2 | 2 | 91 | 1 | 90 | 0 | 83 | 3
Cn1c(=O)c2[nH]c(-c3ccccc3)c(O)c2n(C)c1=O | ? | + | 2 | 92 | + | 97 | 0 | 95 | +
CCN(CC)CCNC(=S)Nc1ccc2nc(N3CCCC3)cc(C)c2c1 | 1.7 | 14 | -8 | 99 | -9 | 100 | 0 | 102 | 8
CCNc1nc(OC)nc(SCC(=O)Nc2ccccc2)n1 | -1.7 | 8 | -9 | 96 | 7 | 102 | 1 | 100 | 7
Cc1cc(N2CCC(C(=O)NC3CC3)CC2)nc(-c2ccccc2)n1 | -3.8 | -2 | 11 | 102 | -4 | 100 | 1 | 96 | 0
Cc1ccc(-c2cc(C(=O)NCc3cn(C)nc3C)c3cc(Br)ccc3n2)cc1 | 3.0 | 5 | -3 | 78 | 9 | 99 | 0 | 104 | 4
CC(=O)C1=C(O)C(=O)N(c2ccc(O)cc2)C1c1ccc(Cl)cc1 (stereo not given) | -0.3 | -2 | 9 | 96 | -3 | 101 | 2 | 110 | 3
Fc1cnc(N2CCN(c3ccccc3)CC2)nc1N1CCN(c2ccccc2)CC1 | -0.1 | 4 | 20 | 100 | -2 | 99 | 0 | 97 | 4
CC1CCN(C(=O)COC(=O)c2cccc(S(=O)(=O)N(C)c3ccccc3)c2)CC1 | . | -5 | 7 | 112 | 3 | 97 | 0 | 88 | -4
COc1ccc(C(=O)NC(=S)N2CCC(C)CC2)cc1 | 0.0 | -2 | -3 | 97 | 6 | 93 | 0 | . | 0
CCOc1ccc(C(=O)Nc2nnc(C(C)C)s2)cc1OCC | -1.1 | 1 | 15 | 94 | 2 | 99 | 3 | 97 | 0
CCCS(=O)(=O)N1CCC(C(=O)NCCc2ccc(OC)c(OC)c2)CC1 | 0.1 | 4 | 3 | 90 | 5 | 103 | 1 | 97 | 2
CCC(C(=O)NCCCN1CCCCCC1)n1nc(C)c2sc3ccccc3c2c1=O (stereo not given) | 1.7 | 6 | 3 | 77 | -4 | 111 | 0 | 113 | 0
O=C1CSC(c2cccnc2)N1Cc1cccnc1 (stereo not given) | -4.0 | 15 | 4 | 99 | 6 | 109 | 1 | 102 | 6
CCOC(=O)C1CCN(C(=O)CCc2ccccc2)CC1 | 1.5 | -1 | -18 | 90 | 2 | 101 | 0 | 104 | 1
CCOc1ccc(S(=O)(=O)NCc2cccnc2)cc1C(C)C | -0.3 | 9 | 11 | 95 | 3 | 103 | 2 | 100 | 4
Cc1cccc(N(C(=O)c2sc(C)nc2C)C(C(=O)NCc2ccco2)c2ccccc2)c1 (stereo not given) | 0.6 | 9 | -20 | 92 | 4 | 101 | 0 | 96 | 1
O=c1[nH]c(Cc2ccccn2)nc2scc(-c3ccc(Cl)cc3)c12 | -3.4 | 6 | -3 | 110 | -6 | 91 | 8 | 102 | 2
CCOC(=O)c1sc2ccc(S(=O)(=O)N3CCCCC3)cc2c1N | 1.8 | 2 | 9 | 101 | 3 | . | 3 | 89 | 3
CC(=O)Nc1ccc(NC(=O)Cc2sc(-c3cccnc3)nc2-c2ccc(C)cc2)cc1 | 1.4 | -9 | 19 | 107 | -1 | 100 | 1 | 98 | -6
CCN(CC(=O)Nc1ccc(Br)cc1F)CC(=O)NC1CCS(=O)(=O)C1 (stereo not given) | . | -4 | -8 | 96 | 8 | 106 | 0 | 99 | -3
C=CCC[C@H](Cc1ccc(F)cc1)C(=O)OC[C@@H](C)NC(=O)[C@H](CC=C)CC(=O)N(CCO)Cc1ccccc1 | . | . | -6 | 93 | 0 | 88 | 3 | 89 | .
O=C(N[C@H]1C/C=C\C[C@H](CC(=O)N(CCO)Cc2ccccc2)C(=O)NC[C@H](c2ccccc2)OC1=O)OCC1c2ccccc2-c2ccccc21 | . | . | 4 | 125 | 3 | 100 | 16 | 95 | .
Cc1cc(C(=O)CCC(=O)Nc2ncccc2C)c(C)s1 | -2.3 | 0 | -15 | 98 | 3 | 99 | 2 | 95 | 8
CCCCCC(=O)Nc1ccc(N2CCN(CC)CC2)c(Cl)c1 | -0.3 | 1 | 6 | 87 | 10 | 95 | 2 | 95 | 0
O=C(COC(=O)c1ccc(O)cc1)NCC1CCCO1 (stereo not given) | 0.0 | 0 | 18 | 104 | -7 | 97 | 0 | 92 | -1
O=C(Cc1ccccc1)NCC(=O)Nc1ccc(OC(F)(F)F)cc1 | -3.5 | -6 | -16 | 88 | 0 | 98 | 4 | 94 | 0
COc1ccccc1CNS(=O)(=O)CCNC(=O)c1ccccc1 | 1.2 | -2 | 4 | 93 | 10 | 100 | 3 | 86 | 2
O=C(NCCc1ccccc1)C1CC(=O)N(C2CCCCC2)C1 (stereo not given) | 1.7 | -2 | 5 | 106 | 6 | 104 | 0 | 103 | 0
CCn1nnc(-c2ccccc2NC(=O)c2cnccn2)n1 | 2.0 | 2 | 10 | 113 | 4 | 91 | 0 | 104 | 0
O=C1/C(=C/c2ccc(O)cc2)COc2ccccc21 | 1.0 | -3 | -3 | 101 | -1 | 90 | 0 | 86 | -2
O=C(O)CCN1CCN(S(=O)(=O)c2ccc3ccccc3c2)CC1 | -2.1 | 0 | -2 | 110 | 3 | 105 | 1 | 102 | 5
O=C(Cn1sc2ccccc2c1=O)NC12CC3CC(CC(C3)C1)C2 | 2.4 | 39 | 7 | 100 | 1 | 99 | 2 | 84 | 22
O=C(c1cccc(-n2cnnn2)c1)N1CCOCC1 | -2.2 | 1 | 5 | 86 | 6 | 105 | 0 | 98 | 3
CCn1c(/C=N/NC(=O)c2ccc(OC)cc2)nc2ccccc21 | -0.6 | 3 | -11 | 104 | 0 | 84 | 2 | 81 | 0
CCOc1ccc2nc(N3CCCC(C(=O)NCCCN4CCCCC4)C3)sc2c1 (stereo not given) | -2.3 | 2 | 7 | 138 | -1 | 110 | 0 | 108 | 0
CCc1[nH]nc(C(=O)N/N=C/c2ccncc2)c1C | -3.4 | 11 | 6 | 99 | -3 | 106 | 0 | 102 | 8
CCCNC(=O)N1CCN(C(=O)NCCC)CC1 | 1.3 | -3 | 20 | 92 | -4 | 97 | 3 | 106 | 0
CCC(C)[C@H]1CNC(=S)N1CCC12CC3CC(CC(C3)C1)C2 (stereo not given in full) | -3.3 | -3 | 0 | 110 | 4 | 84 | 2 | 88 | -5

3 of the entries above in order of the VLA-4 inh value, descending.
smiles,MEX-5 binding,MCL1 BIM primary,VLA-4 inh,GLD-1 TGE inh,AGP1 TOR yeast,GRK2 inh,CIT2-GFP yeast,BCLXL inh
CCCCCC(=O)Nc1ccc(N2CCN(CC)CC2)c(Cl)c1,-0.3,1,6,10,95,2,95,0
CCC(C(=O)NCCCN1CCCCCC1)n1nc(C)c2sc3ccccc3c2c1=O (stereo not given),1.7,6,3,-4,111,0,113,0
CCN(CC(=O)Nc1ccc(Br)cc1F)CC(=O)NC1CCS(=O)(=O)C1 (stereo not given),.,-4,-8,8,106,0,99,-3

Molecules listed so far that contain two or more sulfur atoms (three):
SMILES | MEX-5 binding | MCL1 BIM primary | VLA-4 inh | Yeast superoxide | GLD-1 TGE inh | AGP1 TOR yeast | GRK2 inh | CIT2-GFP yeast | BCLXL inh
CC(=O)Nc1c(O)nc(SC/C=C/CSc2nc(O)c(NC(C)=O)c(=O)[nH]2)[nH]c1=O | -0.6 | -8 | 19 | 106 | 2 | 104 | 2 | 101 | -1
O=C1/C(=C/c2ccc(F)cc2)SC(=S)N1NS(=O)(=O)c1ccccc1 | -0.1 | 18 | 8 | 107 | -1 | 104 | 6 | 100 | 7
CCOC(=O)c1sc2ccc(S(=O)(=O)N3CCCCC3)cc2c1N | 1.8 | 2 | 9 | 101 | 3 | . | 3 | 89 | 3

Some entries already given, showing only BCLXL inh and MEX-5 binding.
compound	BCLXL inh	MEX-5 binding
O=C1/C(=C/c2ccc(O)cc2)COc2ccccc21	-2	1.0
O=C(O)CCN1CCN(S(=O)(=O)c2ccc3ccccc3c2)CC1	5	-2.1
O=C(Cn1sc2ccccc2c1=O)NC12CC3CC(CC(C3)C1)C2	22	2.4
O=C(c1cccc(-n2cnnn2)c1)N1CCOCC1	3	-2.2
CCn1c(/C=N/NC(=O)c2ccc(OC)cc2)nc2ccccc21	0	-0.6
CCOc1ccc2nc(N3CCCC(C(=O)NCCCN4CCCCC4)C3)sc2c1 (stereo not given)	0	-2.3

Screens from PubChem BioAssay.
